Assay outcomes deposited in PubChem by Broad Institute.
RAD54 branch: inhibitors of human RAD54 branch migration, primary screen, biochemical, fluorescence, single point. DNA repair and recombination protein RAD54-like (Homo sapiens), Q92698. RAD54 Holliday junction branch migration, FAM/BHQ fluorescence. inhibition, % at 10.4 µM. hit rate 0.14% among 360,000. AID 602329, 2012;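 active means mean normalized replicate activity at least 40 and at least half of replicates scoring 40 or more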;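 further: 0% = median of neutral control wells and 100% = median of positive control wells; inhibitors cause a drop in the FAM fluorescence signal; in these data hits start at about 50%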
Target sequence (Q92698 whole entry, looked up): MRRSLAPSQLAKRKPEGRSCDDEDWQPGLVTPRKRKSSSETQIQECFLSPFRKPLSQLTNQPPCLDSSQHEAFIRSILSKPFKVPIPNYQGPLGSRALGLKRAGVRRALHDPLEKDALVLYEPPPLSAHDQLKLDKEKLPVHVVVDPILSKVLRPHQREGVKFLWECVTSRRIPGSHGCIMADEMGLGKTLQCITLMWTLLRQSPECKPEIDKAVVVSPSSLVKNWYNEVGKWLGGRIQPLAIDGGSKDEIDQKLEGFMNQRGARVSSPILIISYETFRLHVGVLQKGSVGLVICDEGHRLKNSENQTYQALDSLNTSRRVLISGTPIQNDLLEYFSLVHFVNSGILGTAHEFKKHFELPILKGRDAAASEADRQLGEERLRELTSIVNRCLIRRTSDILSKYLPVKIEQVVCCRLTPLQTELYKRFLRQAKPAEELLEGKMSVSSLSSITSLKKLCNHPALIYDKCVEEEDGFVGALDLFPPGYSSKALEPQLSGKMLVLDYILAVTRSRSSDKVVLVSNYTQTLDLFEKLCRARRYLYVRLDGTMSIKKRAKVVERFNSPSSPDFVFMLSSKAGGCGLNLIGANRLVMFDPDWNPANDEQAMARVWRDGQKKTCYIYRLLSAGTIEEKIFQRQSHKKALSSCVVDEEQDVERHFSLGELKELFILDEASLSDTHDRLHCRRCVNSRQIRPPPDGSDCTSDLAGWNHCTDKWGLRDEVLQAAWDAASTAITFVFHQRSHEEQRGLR
The depositor's hits bear a star. An excerpt, so the mix of outcomes need not match the whole.

nr | smiles | RAD54 branch
1 | CCOP(=O)(C#CC(C)(C)C)C(C)(O)c1ccccc1 (stereo not given) | -5.7
2 | CN1CCN(c2ccc([N+](=O)[O-])c3cccnc23)CC1 | 11.3
3 | O=C1NC(=S)NC(=O)C1=Cc1ccc2c(c1)CCN2CCCCl | -7.0
4 | COc1ccc(C(C)=O)cc1CN1CC=C(c2ccccc2)CC1 | 4.3
5 | CC(C)C1(C)N=C(c2nc3ccccc3cc2C(=O)O)NC1=O (stereo not given) | -11.5
6 | Cc1cccc(OC(=O)N2CCOCC2)c1 | -13.9
7 | CC(=O)OC1C2CCC1C(N1CCCC1)CC2 (stereo not given) | 3.3
8 | O=C1C2CCCN2C(c2cccc(Cl)c2)N1c1ccccn1 (stereo not given) | -14.7
9 | Fc1ccc(C2=CCN(C(c3cccs3)c3nnnn3CCc3ccccc3)CC2)cc1 (stereo not given) | 11.9
10 | C(#CCN1CCOCC1)COCc1ccccc1 | -0.3
11 | O=c1[nH]c(CN2CCNCC2)nc2ccccc12 | -7.8
12 | Cc1ccc(N=Nc2c(O)[nH]c(=O)[nH]c2=O)c([N+](=O)[O-])c1 | -6.4
13 | C=CCn1c(O)c(C(C)=NC2CC2)c(=O)[nH]c1=O | -5.4
14 | c1ccc(C2CC3CC(c4ccco4)N2O3)cc1 (stereo not given) | -9.3
15 | CCc1ccccc1NC(=O)CSc1nnc([C@@H](N)Cc2c[nH]c3ccccc23)o1 | -3.8
16 | O=C(CCN1C(=O)COc2ccccc21)N1CCC2(CC1)OCCO2 | -8.8
17 | COC(=O)C1=C(c2ccc(Cl)c(C(F)(F)F)c2)C[C@@H]2CC[C@H]1N2C(=O)NCCCOC(C)C | 1.2
18 | Cc1ccc(S(=O)(=O)N2CN3CCN(C3)C2)cc1 | -7.0
19 | CCCCn1c(O)c(C=NCCN2CCCCC2)c(=O)[nH]c1=O | -4.8
20 | CC1=CC(O)C(O)C2(C)C1CC1OC(=O)CC3C(C)C(O)C(=O)C2C13CO (stereo not given) | 4.6
21 | C=CCC1(CN2CCCCCC2=O)C(=O)NC(=O)NC1=O | -2.1
22 | Cc1[nH]nc2ccc(-c3cncc(OC[C@@H](N)Cc4c[nH]c5ccccc45)c3)cc12 | -0.7
23 | Fc1ccc(N2CCN(Cc3ccc4c(c3)OCO4)CC2)cc1 | -4.9
24 | COC(=O)CC1=C(C(=O)OC)C2(C(=O)Nc3c(C)cccc32)C(C#N)=C(N)O1 (stereo not given) | 9.2

Shown field by field: part of the list above.
21. C=CCC1(CN2CCCCCC2=O)C(=O)NC(=O)NC1=O
  RAD54 branch: -2.1

19. CCCCn1c(O)c(C=NCCN2CCCCC2)c(=O)[nH]c1=O
  RAD54 branch: -4.8

24. COC(=O)CC1=C(C(=O)OC)C2(C(=O)Nc3c(C)cccc32)C(C#N)=C(N)O1 (stereo not given)
  RAD54 branch: 9.2

Following part:
nr | smiles | RAD54 branch
25 | O=c1cccc2n1CC1CC2CN(Cc2c(Cl)cccc2Cl)C1 (stereo not given) | -9.4
26 | CCOC(=O)c1nc2ccccc2c(=O)n1-c1ccc(C)cc1 | 7.5
27 | O=C(N/N=C1/CN2CCC1CC2)c1cccc(O)c1 | -6.0
28 | N=c1c[n+](CC23CC4CC(CC(C4)C2)C3)[n-]o1 | 1.7
29 | NC(=O)Nc1cccc(C(F)(F)F)c1 | -4.5
30 | CC1=C(/C=C/c2ccccc2)CCN(C)C1 | 2.6
31 | COC(=O)c1cncn1C(C)c1ccccc1 (stereo not given) | -19.1
32 | CCC(=NCCC1=CCCCC1)c1c(O)[nH]c(=O)[nH]c1=O | -0.1
33 | O=c1[nH]c(=O)n(CCc2ccccc2)c(O)c1C=NCCCn1ccnc1 | 2.7
34 | O=C(Nc1ccc(Cl)cc1C(=O)c1ccccc1)c1ccccc1 | 5.5
35 | CC(=NCc1ccco1)c1c(O)n(C)c(=O)n(C)c1=O | 3.0
36 | CC1CN=C(NCc2ccncc2)S1 (stereo not given) | 7.3
37 | O=C1C2CCCN2C(c2ccccc2)N1c1ccccn1 (stereo not given) | -17.2
38 | C(=NC12CN3CN(CN(C3)C1)C2)c1cccnc1 | -3.7
39 | COCCOC(=O)c1c(N)n(Cc2ccccc2)c2nc3ccccc3nc12 | -0.6
40 | COc1ccc(Br)cc1CN1CCN(CCO)CC1 | 0.6
41 | COc1ccc(CN2C(=O)CC(=O)NC2=O)cc1 | -18.3
42 | CCOc1ccc(N2C(=O)NC(=O)/C(=C\c3cc(OC)c(OC)cc3[N+](=O)[O-])C2=O)cc1 | -24.6
43 | O=c1c2ccccc2nc(N2CCCC2)n1-c1ccc(Cl)cc1 | 3.7
44 | Fc1ccccc1CCNCc1cccc(Cl)c1Cl | -0.3
45 | CC(Cc1ccccc1)N1Cc2ccccc2C1 (stereo not given) | -1.7
46 | Cc1ccc(-c2cc(-c3ccc(C)cc3)[n+](-c3ccccc3)c(-c3ccc(C)cc3)c2)cc1 | 37.7
47 | NCC1(c2ccc3c(c2)OCCO3)CCCC1 | -0.1
48 | CCN(CC)c1ccc(N=Cc2c(O)n(-c3ccccc3C)c(=O)[nH]c2=O)cc1 | -18.6
49 | Cc1ccc(NC(=O)CSc2nnc([C@@H](N)Cc3c[nH]c4ccccc34)o2)c(C)c1 | 4.2
50 | c1ccc2c(c1)Nc1ccccc1S2 | 4.2
51 | CCOC(=O)C1SC2(C(F)F)CC1(O)c1c(c(OC)c3occc3c1OC)O2 (stereo not given) | -7.1
52 | O=C1/C(=C/c2cc([N+](=O)[O-])ccc2Cl)N2CCC1CC2 | -1.5
53 | Clc1cccc(Cl)c1C1N2CCCN12 (stereo not given) | 7.5
54 | COC(=O)C1=C(c2ccc(F)cc2F)C[C@@H]2CC[C@H]1N2C(=O)NCCNC(C)=O | -7.7
55 | Cc1ccc(OP(=O)(O)Oc2ccc(C)cc2)cc1 | -2.8
56 | CCCn1ncc(C(=O)O)c1C | 3.0
57 | CN(C)C(=O)CSc1nnc([C@@H](N)Cc2ccccc2)o1 | -4.4
58 | CC1(O)C[C@]2(C)N(O)C3CCCC[C@@H]3N2O1 (stereo not given in full) | -7.3
59 | CCCCCCN=C(CC)c1c(O)n(CCCC)c(=O)[nH]c1=O | -13.1
60 | CCCCCn1c(=O)c(C(=O)NCc2ccncc2)c(O)c2ccccc21 | 6.6
61 | CCC(=NCc1ccco1)c1c(O)n(Cc2ccccc2)c(=O)[nH]c1=O | 4.4
62 | O=C(O)C1(c2ccc(Cl)cc2)CCC1 | 5.4
63 | C#CCN1C(=O)C2(C(C#N)=C(N)OC(C)=C2C(=O)OCc2ccccc2)c2ccccc21 (stereo not given) | -1.9
64 | Cc1oc(C(=O)Nc2ccc(O)cc2)cc1COc1ccccc1 | 1.7
65 | CCN(CC)c1ccc(N=Cc2c(O)n(-c3cc(OC)ccc3OC)c(=O)[nH]c2=O)cc1 | -28.7
66 | CC(=Nc1ccc2c(c1)CCC2)c1c(O)n(C2CCCCC2)c(=O)[nH]c1=O | -2.7
67 | Cc1ccc(S(=O)(=O)Cc2ccc(C(=O)N3CCC4(CC3)OCCO4)o2)cc1 | -9.1
68 | CN1C(=O)/C(=C/c2cccn2-c2ccc3ccccc3c2)C(=O)NC1=S | -4.9
69 | O=C1C2CCN(CC2)[C@@H]1Cc1ccc2ccccc2c1O | -1.1
70 | CC(=O)N1CCN(c2ccc(N=Cc3c(O)n(-c4ccc(Cl)cc4)c(=O)[nH]c3=O)cc2)CC1 | -8.8
71 | CN(C)c1cc(N)c2c(n1)CCC2 (tested in a mixture with another compound) | 7.8
72 | C=C(COC(=O)CCC(=O)O)CC1CC(O)[C@]2(C)OC3CC4OC5C[C@]6(C)O[C@]7(C)CCC8OC9C[C@]%10(C)OC%11C(C)=CC(=O)OC%11CC%10OC9C[C@@H](C)C8OC7CC6O[C@]5(C)C/C=C\C4OC3CC2O1 (stereo not given in full) | -5.9
73 | COC(=O)N(c1ccc(OC)cc1)P1(=S)OCCC(C)O1 (stereo not given) | 4.5
74 | CCC(=NCc1ccco1)c1c(O)n(-c2ccc(OC)cc2)c(=O)[nH]c1=O | -4.6
75 | COC(=O)CC1(Cc2ccccc2)C(=O)NC(=O)NC1=O | 5.4
76 | FC(F)(F)c1cccc(-n2nnnc2C2(N3CCOCC3)CCCCC2)c1 | 2.0
77 | Nc1c(C(=O)NCCCc2ccccc2)c2nc3ccccc3nc2n1Cc1cccs1 | 6.7
78 | O=C1CN=C(c2ccc(Br)cc2)c2oc3ccccc3c2N1 | 6.9
79 | CCOc1ccc(C2SCC(=O)Nc3c2c(=O)[nH]n3C2CCCCCC2)cc1 (stereo not given) | 3.6
80 | O=P(c1ccccc1)(c1ccccc1)N1CCCCC1 | 0.5

The results go on:
nr | smiles | RAD54 branch
81 | CC1C(c2cccs2)=[N+]([O-])C(C)(C(=O)c2ccc(Cl)cc2)N1O (stereo not given) | 7.7
82 | COc1ccc(C2=NCC(=O)N(CC(=O)NCc3ccco3)c3sc4c(c32)CCCC4)cc1OC | -1.6
83 | N#Cc1ccccc1Cn1cc(C(=O)C2CC2)c2ccccc21 | 0.8
84 | CCN1CC=C(c2c[nH]c3ccccc23)CC1 | 7.9
85 | CC(=NCC1CCCO1)c1c(O)n(-c2ccccc2)c(=O)[nH]c1=O (stereo not given) | -2.1
86 | O=C1CC(=O)N(c2cccc(Cl)c2)C(=O)N1 | -26.3
87 | COc1ccc(CCNC(=O)c2c(N)n(CCN3CCOCC3)c3nc4ccccc4nc23)cc1OC | 2.6
88 | COc1ccccc1CN1CCN(C(=O)COc2cccc(C)c2)CC1 | -2.2
89 | CCN(CC)c1ccc(/C=C2\C(=O)NC(=S)N(c3ccc(OC)cc3OC)C2=O)o1 | -79.4
90 | Cc1ccsc1-c1nc(CSCC(=O)N2CCC3(CC2)OCCO3)c(C)o1 | -4.6
91 | C=Cn1c(P(=S)(N2CCOCC2)N2CCOCC2)cc2c1CCCC2 | -16.6
92 | CCCCc1nc2ccccc2c(=O)n1-c1ccccc1[N+](=O)[O-] | -6.6
93 | CCOC(=O)/C(CCCN(CC)CC)=N\O | 2.1
94 | COc1cc(Cn2c(N)c(C(=O)NCc3ccco3)c3nc4ccccc4nc32)cc(OC)c1OC | 0.2
95 | O=C(CN1C2CCC1CC(O)(c1cccnc1)C2)Nc1ccc2c(c1)OCO2 (stereo not given) | -6.7
96 | CCCCN1C(=O)C(C2c3ccccc3C(=O)N2Cc2ccccc2)C(=O)NC1=S (stereo not given) | -4.7
97 | CCC(C)NC(=O)c1c(N)n(CC2CCCO2)c2nc3ccccc3nc12 (stereo not given) | -0.1
98 | CC(=O)NC1CC2CCC(C1)N2 (stereo not given) | 4.6
99 | COc1ccc(OC(=O)N(C)C)c(CN(C)C)c1 | 2.2
100 | O=C(Nc1ccc(Br)cc1)c1nn(C23CC4CC(CC(C4)C2)C3)cc1Br | -18.4
101 | CCOC(=O)c1c(-c2ccccc2)oc2ccc(OC(=O)N(C)C)cc12 | -9.5
102 | CCOC(=O)C1C(=O)NC23CCCC2C1c1ccccc1O3 (stereo not given) | -6.9
103 | COC(=O)c1ccccc1OP1(=O)COc2ccccc2OC1 | -1.2
104 | Nc1ccnn1C1CCNCC1 | 93.1*
105 | Cc1cccc(CN2CCN(CC(=O)N3CCC4(CC3)OCCO4)C2=O)c1 | -14.6
106 | COCCCn1c(N)c(C(=O)OCCOC)c2nc3ccccc3nc21 | 1.8
107 | CC1(C)COC(Nc2ccc(Cl)cc2)=N1 | -1.6
108 | OC(CNC1CCCCC1)c1ccccc1 (stereo not given) | -5.2
109 | CCSP1(=S)N=C(N2CCOCC2)C(C#N)=C2CCCN21 (stereo not given) | 7.8
110 | CCOC(=O)CC1=C(C(=O)OCC)C2(C(=O)Nc3ccccc32)C(C#N)=C(N)O1 (stereo not given) | -8.0
111 | COC(=O)C1=C(c2ccc(C(C)=O)cc2)C[C@@H]2CC[C@H]1N2C(=O)NCc1ccc(C(F)(F)F)cc1 | -3.6
112 | CC(C)Sc1nnc([C@@H](N)Cc2ccccc2)o1 | -5.1
113 | COC(=O)C1=C(c2ccc(F)cc2OCc2ccccc2)C[C@@H]2CC[C@H]1N2C(=O)NCCO | -6.0
114 | COCCCn1c(N)c(C(=O)NCCC(C)C)c2nc3ccccc3nc21 | 10.7
115 | Cc1cc(OCc2nn[nH]n2)c2c3c(c(=O)oc2c1)CCC3 | -11.9
116 | C[C@@H]1CC[C@@]2(NC1)O[C@H]1C[C@H]3[C@@H]4CC=C5C[C@@H](O)CC[C@]5(C)[C@H]4CC[C@]3(C)[C@H]1[C@@H]2C | -1.8
117 | CNC(=S)NC1CC2CCCC(C1)N2CC(C)C (stereo not given) | 16.5
118 | O=c1cc(C2CCNCC2)[nH][nH]1 | 3.7
119 | CNCC(O)c1cccc(OC(=O)c2ccccc2C)c1 (stereo not given) | 6.2
120 | C[C@H]1CCC/C=C/C2C[C@H](O)CC2[C@H](O)/C=C/C(=O)O1 (stereo not given in full) | 0.4
121 | CN1C2CCC1CC(OC(=O)c1cc(Cl)cc(Cl)c1)C2 (stereo not given) | 13.8
122 | CCC(C)/C=C(C)/C=C/C1=CC2=C(Cl)C(=O)C(C)(OC(C)=O)C(=O)C2=CO1 (stereo not given) | -13.8
123 | Cc1oc2ccc(OC(=O)N(C)C)cc2c1C(=O)OC(C)C | -2.7
124 | N#Cc1cc2c(nc1SCC(=O)Nc1cc(Cl)ccc1Cl)C1CCN2CC1 | -4.7
125 | COc1ccccc1N=Cc1c(O)n(C)c(=O)n(C)c1=O | 3.1
126 | CN1CCN(Cc2cc(C(C)(C)C)c(O)c(C(C)(C)C)c2)CC1 | -6.3
127 | Cc1cc(C)n2nc(SC(C)C(=O)N3CCC4(CC3)OCCO4)nc2n1 (stereo not given) | 4.1
128 | CCCNC(=O)N1[C@H]2CC[C@@H]1C(C(=O)OC)=C(c1ccc3ccccc3c1)C2 | 6.9
129 | CN1CCN(c2ccc(NC(=O)Oc3ccccc3)cc2)CC1 | 38.2
130 | COC(=O)C(O)(c1cn(C)c2ccccc12)C(F)(F)F (stereo not given) | -3.9
131 | OC1(c2cccnc2)CC2CCC(C1)N2Cc1nnnn1Cc1ccccc1 (stereo not given) | -15.5
132 | O=C(NC[P+](=O)O)OCc1ccccc1 | -8.5
133 | O=C(Cn1cnc2ccccc2c1=O)NCC(=O)N1CCC2(CC1)OCCO2 | -0.5
134 | O=C(COc1ccc(Br)cc1)N1CCN(Cc2ccncc2)CC1 | -6.7
